# ASAP1 GAP inh – inhibitors of human ASAP1 ArfGAP activity | Q9ULH1 | ASAP1-stimulated ARF1 GTP hydrolysis, GDP FP detection | inhibition, % at 16.5 µM | hit rate 0.19% among 360,000; in the data active means inhibition above about 25%;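 further: 0% = vehicle with enzyme and substrate and 100% = no enzyme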
# Target sequence (Q9ULH1 325-724 limits assumed): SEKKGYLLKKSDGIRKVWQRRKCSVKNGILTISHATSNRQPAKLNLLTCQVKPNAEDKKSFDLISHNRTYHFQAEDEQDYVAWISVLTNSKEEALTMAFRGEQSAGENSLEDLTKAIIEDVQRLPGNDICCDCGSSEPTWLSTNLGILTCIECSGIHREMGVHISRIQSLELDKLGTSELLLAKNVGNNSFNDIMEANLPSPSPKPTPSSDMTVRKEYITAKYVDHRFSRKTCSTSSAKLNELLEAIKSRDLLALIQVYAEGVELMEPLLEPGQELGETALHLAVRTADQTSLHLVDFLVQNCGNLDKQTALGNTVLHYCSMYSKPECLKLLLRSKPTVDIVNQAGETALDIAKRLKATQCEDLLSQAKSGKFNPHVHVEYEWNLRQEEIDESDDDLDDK
# ADAM10 inh – ADAM10 inhibition, QFRET primary screen. O14672. recombinant ADAM10, EDANS/DABCYL FRET peptide cleavage, 3 h. inhibition, % at 7 µM. hit rate 0.62% among 370,000;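 active means inhibition above a per-campaign cutoff equal to the mean of compounds falling between control-based bounds plus 3 SD, cut at about 20% in these data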;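 further: 0% = DMSO wells while the 100% control is not disclosed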
# TDP2 absorb – TDP2 (human) inhibition, absorbance primary screen; AID 720702; O95551; inhibition, % at 12.8 µM; recombinant TDP2, T5PNP hydrolysis, p-nitrophenol absorbance 415 nm; hit rate 0.34% among 370,000;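 active means inhibition above the mean of all tested compounds plus 3 SD, set per campaign, cut at about 25% in these data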;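 further: 0% = DMSO with enzyme and 100% = buffer with substrate but no TDP2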
#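 test system = human TDP2 enzyme | input = TDP2 enzyme at 120 nM final | medium = 50 mM Tris-HCl pH 7.5 with Mg2+, KCl, DTT, BSA | also added = T5PNP substrate, 5 mM | times = 2 h at 37 °C | technique = epi absorbance | benchmarks = high control without enzyme, low control DMSO plus TDP2 | replication = each compound tested once, singlicate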
# LEDGF integ inh – blocks HIV-1 LEDGF/p75-dependent DNA integration; TR-FRET IN-LEDGF/p75 DNA integration, Eu/Cy5; inhibition, % at 3.7 µM; hit rate 0.64% among 370,000; AID 743269;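 active means inhibition above the screen-wide mean plus 3 SD, cut at about 13% in these data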;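 further: signal is the Cy5 over europium emission ratio at 671 and 618 nm; 0% = plate median of compound wells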
# PLCg1 inh – inhibitors of human phospholipase C gamma1. AID 720700. P19174. purified PLC-gamma1, fluorogenic substrate, fluorescence. hit rate 0.84% among 370,000. inhibition, % at 12.2 µM; in the data active means inhibition above about 9.5%
# DDE Tn6 FP inh – inhibitors of Tn6 peptide binding to human fibrin DD(E); P02675; Fibrin DD(E) TRITC-Tn6 fluorescence polarization displacement; inhibition, % at 8.3 µM; hit rate 0.21% among 370,000; AID 720509;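 active means inhibition above a per-campaign cutoff: mean of compounds within control limits plus 3 SD, cut at about 15% in these data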;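 further: 0% = median of all compound wells on the plate and 100% = blocking peptide control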
# Tn7 DDE FP – DD(E)-Tn7 binding inhibition, primary FP screen. FP displacement of FITC-Tn7 peptide from fibrin DD(E); 0% = median of compound wells per plate. inhibition, % at 8.3 µM. hit rate 0.13% among 370,000. P02675. AID 720508;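 active means inhibition above the mean of compounds falling within the control limits plus 3 SD of them, cut at about 14% in these data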;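 further: 0% = plate median of compound wells and 100% = 10 µM Aha-Tn7 peptide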
#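 Assay system: human fibrin DD(E) protein / Input: 2 µM fibrin DD(E) / Benchmarks: high control of 10 µM Aha-Tn7 peptide / Measured by: fluorescence polarization of the labelled Tn7 tracer / Medium: Tris buffer with calcium and detergent, pH 7.8 / Timing: 10 min compound pre-incubation, 3 h probe incubation at room temperature / Repeats: one replicate per compound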
# ADAM17 inh – inhibits human ADAM17. P78536. recombinant ADAM17, EDANS/DABCYL FRET peptide cleavage. inhibition, % at 6.95 µM. hit rate 0.83% among 370,000;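 active means inhibition above the mean of compounds lying between control limits plus 3 SD, set per campaign, cut at about 8.5% in these data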;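 further: 0% = DMSO-only wells as the low control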
# Target sequence (P78536 215-824 limits assumed): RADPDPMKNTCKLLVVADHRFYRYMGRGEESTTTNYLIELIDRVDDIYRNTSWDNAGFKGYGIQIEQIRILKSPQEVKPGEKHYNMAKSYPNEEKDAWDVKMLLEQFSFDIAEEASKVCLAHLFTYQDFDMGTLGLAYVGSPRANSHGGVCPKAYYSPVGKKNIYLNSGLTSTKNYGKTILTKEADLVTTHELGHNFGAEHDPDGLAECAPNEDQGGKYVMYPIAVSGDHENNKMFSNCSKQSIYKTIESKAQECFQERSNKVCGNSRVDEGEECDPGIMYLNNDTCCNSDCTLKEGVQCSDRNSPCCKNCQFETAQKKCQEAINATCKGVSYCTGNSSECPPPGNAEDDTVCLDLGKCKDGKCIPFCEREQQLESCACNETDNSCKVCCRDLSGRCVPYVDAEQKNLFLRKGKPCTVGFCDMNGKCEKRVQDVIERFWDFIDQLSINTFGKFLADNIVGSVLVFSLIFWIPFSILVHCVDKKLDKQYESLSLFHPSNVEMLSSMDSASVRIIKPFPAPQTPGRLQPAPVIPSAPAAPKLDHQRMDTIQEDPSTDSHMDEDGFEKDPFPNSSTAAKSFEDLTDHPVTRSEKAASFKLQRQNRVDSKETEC
# KLK7 zymogen act – activates the human kallikrein-7 zymogen; AID 652039; purified proKLK7, EDANS-DABCYL substrate fluorescence; 100% is mature enzyme control, 0% vehicle; hit rate 0.9% among 370,000; activation, % at 7 µM;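 active means activation above the mean of all tested compounds plus 3 SD, computed per campaign excluding outliers beyond control limits, cut at about 13% in these data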
# ARFGAP1 inh – inhibits rat ARF GTPase activating protein 1; inhibition, % at 16.5 µM; Q62848; AID 651572; hit rate 0.26% among 360,000; Arfgap1-stimulated ARF1 GTP hydrolysis, GDP FP detection;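 active means inhibition above a per-plate limit, mean inhibition of low control wells plus 3 SD, cut at about 25% in these data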;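 further: 0% = DMSO wells with enzyme and 100% = wells lacking Arfgap1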
#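 Repeats: one replicate per compound; assay system: rat Arfgap1 catalytic domain, aa 1-136; times: enzyme reaction 120 min at 25 °C after 20 min preincubation; detection: FP of antibody-bound GDP Alexa 633 tracer, ex 620/em 688 nm; benchmarks: high control wells lacking Arfgap1, low control full reaction with DMSO; reagent: human ARF1(Δ1-17)-GTP substrate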
# * = called active by the depositor; i = inactive; x = not tested or not shown.
SMILES,ASAP1 GAP inh,ADAM10 inh,TDP2 absorb,LEDGF integ inh,PLCg1 inh,DDE Tn6 FP inh,Tn7 DDE FP,ADAM17 inh,KLK7 zymogen act,ARFGAP1 inh
CC(=O)Nc1ccc(N/C=C/C(=O)c2ccc(C)cc2)cc1,-1,1,6,2,-37,-2,-2,0,-0.1,7
S=c1[nH]nc(-c2cccnc2)n1Cc1ccccc1,-16,-2,3,0,2,5,-2,-1,0.3,-12
COc1cc(/C=C2\SC(=O)NC2=O)ccc1Oc1ccc([N+](=O)[O-])cc1[N+](=O)[O-],-1,-1,-4,-2,0,-6,6,1,0.3,1
CC(=O)Nc1ccccc1-c1nc2ccc(C(=O)N3CCN(c4cc(C)ccc4C)CC3)cc2[nH]c1=O,-6,-16,-2,-5,-1,5,-2,1,-0.3,7
O=c1ncn(C2CCCCC2)c(=O)[nH]1,6,-14,1,-2,3,0,-3,-2,0.1,-3
CCOc1ccccc1N(C(=O)c1snc(C(N)=O)c1N)C(CC)C(=O)NC1CCCC1 (centres undefined),8,-12,-1,2,-5,-5,-1,-9,0.7,-4
CC1=CC(C2CC(=O)N(c3ccc(C)cc3)C2=O)CC2C(=O)N(c3ccc(C)cc3)C(=O)C12 (centres undefined),18,5,-12,-7,2,-5,-3,-1,0.1,4
S=c1[nH]nc2sc3ccccc3n12,-6,-1,2,-1,1,-5,0,-2,-0.6,-4
COc1ccc(NC(=O)N2CCN(c3ccc([N+](=O)[O-])cc3)CC2)cc1OC,-6,-3,6,-3,1,-2,2,1,-0.1,-3
Cc1noc(N)c1C(=O)Nc1ccc(F)c(Cl)c1,-5,-1,8,2,2,1,0,-3,-0.8,-22
O=C(CN(C(=O)CCC(=O)Nc1nccs1)c1ccccc1F)NCc1ccccc1,-8,1,-1,-1,0,4,9,-1,-0.1,22
O=C(CSc1ncn[nH]1)Nc1ccccc1C(=O)O,3,-1,1,2,3,9,-7,-1,0.1,4
c1ccc(Oc2ccccc2-c2cc(NCCc3cccnc3)n3nccc3n2)cc1,1,-312,6,3,-237,17*,0,-94,-10,2
CCOc1ccc(N(Cc2cc3ccc(C)cc3[nH]c2=O)C(=O)COC)cc1,2,-8,-10,1,-1,-7,-7,-3,0.8,7
CC1(C)NC(=O)N(CCCC(=O)Nc2ccc(C(F)(F)F)cc2)C1=O,-1,-4,2,-2,4,8,-4,-2,0.1,0
CC(C(=O)N1CCOCC1)c1ccc([N+](=O)[O-])cc1 (centres undefined),-5,-3,2,-1,2,0,2,-2,-0.1,-4
Cc1ccccc1Cn1cc(COC(=O)NCCc2ccccc2)nn1,x,0,5,-5,-3,-3,0,-1,0.6,x
COC(=O)CC1=C(C(=O)OC)C(c2ccncc2)C(C#N)=C(N)O1 (centres undefined),7,-23,1,1,-7,-1,3,-6,0.6,1
O=C(CCC(=O)OCC(=O)c1ccc(Br)cc1)Nc1ccc(Br)c2cccnc12,12,1,5,-2,2,5,-4,0,0.1,1
COC(=O)c1cccc(S(=O)(=O)N2CCC(C)CC2)c1,-4,11,-2,0,8,3,0,1,0.1,-14
O=C(c1ccccc1)N1CCN(c2ccc([N+](=O)[O-])c(NCc3cccnc3)c2)CC1,1,7,-16,2,9.7*,-12,3,-1,-0.3,5
Cc1ccc(NC(=O)/C=C/c2ccco2)cc1S(=O)(=O)N1CCCCCC1,-7,-22,4,0,-26,-10,-4,-10,-3.3,-11
COc1ccc(S(=O)(=O)Oc2ccccc2C(N)=O)cc1,-4,1,6,3,0,-3,-2,-1,-0.3,3
COc1cccc(-c2nc(-c3ccccc3)c3ccc(Cl)cc3n2)c1,0,-18,-5,-7,5,-3,-2,-7,0.1,3
Cn1c(NC(=O)c2cccs2)cc(=O)n(C)c1=O,-2,4,-8,1,3,3,-2,1,-1.0,-7
O=C(Cc1ccccc1)NCCSCc1ccc(Cl)cc1,8,-5,10,4,-2,-4,-5,1,0.5,5
COc1ccc(S(=O)(=O)ON=C2CC(C)(C)N(C(C)=O)C(C)(C)C2)cc1,5,1,4,-10,1,3,7,-2,0.0,11
CCCC1CCc2c(sc(NC(=O)c3cccs3)c2C(N)=O)C1 (centres undefined),6,-4,2,2,-13,-1,4,-1,-0.9,6
C=CCCCN(Cc1ccccc1)S(=O)(=O)c1ccccc1Br,7,3,-7,3,4,7,-4,3,-1.1,-2
Cc1cc(C(=O)OCC(=O)Nc2nccs2)c2ccccc2n1,0,-15,-7,5,-3,-8,1,-6,-2.1,-5

# By substructure: the entries above with two or more sulfur atoms
SMILES,ASAP1 GAP inh,ADAM10 inh,TDP2 absorb,LEDGF integ inh,PLCg1 inh,DDE Tn6 FP inh,Tn7 DDE FP,ADAM17 inh,KLK7 zymogen act,ARFGAP1 inh
S=c1[nH]nc2sc3ccccc3n12,-6,-1,2,-1,1,-5,0,-2,-0.6,-4
CCCC1CCc2c(sc(NC(=O)c3cccs3)c2C(N)=O)C1 (centres undefined),6,-4,2,2,-13,-1,4,-1,-0.9,6

# (cont.)
SMILES,ASAP1 GAP inh,ADAM10 inh,TDP2 absorb,LEDGF integ inh,PLCg1 inh,DDE Tn6 FP inh,Tn7 DDE FP,ADAM17 inh,KLK7 zymogen act,ARFGAP1 inh
CC(=O)c1cccc(NC(=O)COC(=O)c2cccs2)c1,14,2,6,-1,2,2,-1,-1,-0.1,9
Cc1nn(C)c(C)c1NC(=O)/C(C#N)=C\N(C)C,5,1,-14,4,0,3,0,1,-0.1,-2
CC(Cc1ccsc1)NC(=O)CCc1nnc(CCc2ccccc2)o1 (centres undefined),-7,3,5,-5,0,6,6,-2,-0.2,1
Cc1ccc(OCc2nnc(SCCN3CCOCC3)n2C)cc1,8,-2,12,1,0,1,2,-2,-0.4,-2
CCOCCCNC(=O)/C(C#N)=C/c1ccc([N+](=O)[O-])o1,-8,-12,-1,-1,-34,4,-1,-7,0.7,11
Cc1ccc(CNC(=O)CSCc2ccc(F)cc2)cc1,2,5,0,0,2,6,1,1,-0.3,-1
CCn1c(C(=O)O)c(CC(=O)Nc2cccc(C(F)(F)F)c2)c2ccccc21,14,12,3,2,0,3,-6,1,0.6,2
O=C(COC(=O)CCC1CCCC1)Nc1ccc(Cl)cn1,16,0,5,-3,-1,-3,0,-4,-0.6,5
O=C1NC[C@H](CCCCN2C[C@H](Cc3ccc(O)cc3)N(CCc3ccc(O)cc3)C(=O)C2=O)N(CCc2ccccc2)C1=O,-5,-7,5,4,0,-2,4,-6,0.0,6
Cc1ccc(S(=O)(=O)NCCOc2nc(N3CCOCC3)nc(N3CCOCC3)n2)cc1,3,-4,-6,2,-2,2,4,-2,0.7,17
COc1ccc(-n2ncc(S(=O)(=O)c3ccccc3)c2-c2ccc(Cl)cc2)cc1,-3,16,-8,1,5,0,-5,8,0.9,9
c1csc(-c2nc3ccccc3[nH]2)c1,2,-187,-2,1,-25,0,1,-69,-0.2,9
Cc1ccc(NC(=O)CSc2ccc(-c3ccco3)nn2)c(C)c1,-11,-7,9,1,-1,3,-2,-5,-0.1,-4
CC(/C=N/NC(=O)c1cc(-c2cccs2)[nH]n1)=C\c1ccccc1,10,-1,8,-2,-3,6,3,1,-0.4,5
N#Cc1c(N)n(CCNC(=O)c2ccc(Cl)cc2)c2nc3ccccc3nc12,6,i,1,2,i,2,-4,-358,-59,0
O=C(NCc1ccc2c(c1)OCO2)C1CCC(CNc2c(N3CCCC3)c(=O)c2=O)CC1 (centres undefined),-7,-2,-4,-2,0,4,2,3,0.1,-5
CSc1cc(C)c(OCC(=O)Nc2ccc(NC(C)=O)cc2)c(C)c1,5,-3,2,-2,1,8,10,3,0.2,6
O=C(Nc1ccccc1Oc1cccnc1)C1CCCN(C/C=C/c2ccccc2)C1 (centres undefined),7,2,0,4,1,6,5,1,-0.1,10
COc1ccc(NC2CCCN(C(=O)c3ccc(C)c(N4CCNC4=O)c3)C2)cc1 (centres undefined),-6,8,15,0,3,-6,-3,-4,-0.3,-9
COc1ccc(CCNc2ncnc3c2c(C)c(C)n3CCO)cc1OC,-10,-4,11,-1,1,4,-2,-4,0.0,-13
Cc1cc(C)n2cc(CSc3nnnn3-c3ccccc3)nc2n1,5,-45,-2,-2,-22,1,10,-13,0.7,11
O=C(Nc1ccc(NC(=O)c2ccccc2F)cc1)c1ccccc1F,3,-14,-8,4,-3,-2,0,-8,-0.5,3
CN(c1ccc(C(=O)Nc2ccccc2C(F)(F)F)cc1)S(C)(=O)=O,2,-6,7,4,2,9,-4,-6,0.5,6
Cc1ccc(C(=O)O)cc1S(=O)(=O)NCC1CCCO1 (centres undefined),0,1,7,5,2,-1,-1,0,-0.3,2
COc1ccccc1-n1cnnc1SCC(=O)Nc1cc(C)on1,-5,-1,6,4,2,-2,-1,1,-0.8,-8
CC(=O)N1CCC2(CC1)C/C(=N\NC(=S)Nc1ccccc1F)c1cc(O)ccc1O2,1,-48,1,5,-68,-3,1,-16,-11,9
CC(=O)NC(Cc1cccc(F)c1)C(=O)NC1CCN(C(=O)Nc2ccc(C)cc2)CC1 (centres undefined),0,-11,8,-4,1,4,-5,-1,0.3,-7
O=Cc1ccc(-c2ccc(Cl)cc2Cl)[nH]1,-5,4,-8,4,4,1,-3,3,0.0,2
COC(=O)N/N=C(\C)c1ccc(OC(F)F)cc1OC(F)F,-1,-8,1,2,-1,8,-2,-1,-0.5,4
COc1ccc(C(=O)NCC(=O)N/N=C/c2c(C)[nH]c3ccccc23)cc1,2,-3,2,1,0,-3,-1,0,0.6,5
CCCCn1c(N)c(N(Cc2ccccc2OC)C(=O)CN2C(=O)NC(C)(c3ccccc3)C2=O)c(=O)[nH]c1=O (centres undefined),-3,-8,5,-2,1,-2,4,-5,-0.2,0
COC(=O)[C@H](Cc1ccccc1)NC(=O)C1CCN(C(=O)[C@H](C)NS(=O)(=O)c2ccc(C)cc2)CC1,-2,1,-5,-6,1,6,9,-4,0.2,5
c1ccc(N2CCN(c3ccc4nncn4n3)CC2)nc1,-3,-12,5,-4,1,9,3,-1,-0.4,-7
FC(F)C(F)(F)Oc1cccc(Nc2nccn3c(-c4cccc5cccnc45)cnc23)c1,4,-19,9,1,-16,6,4,-5,-7.0,5
CC(C)N(Cc1nc(-c2ccc(Cl)cc2)no1)C(=O)CCC1CCCC1,1,1,-8,2,0,-4,-9,3,-0.4,-2

# Screens from PubChem BioAssay.
